Bioassay records: PubChem BioAssay, Sanford-Burnham Center for Chemical Genomics
CHOP UPR activ = apoptotic UPR (CHOP) activation | CHO-CHOP luciferase reporter, luminescence; percent of tunicamycin response over DMSO baseline | activation, % at 10 µM | 0.34% of 330,000 active | AID 449763;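 active = at 10 µM dose, activation of 40% or more, normalized to positive control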;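 note: 100% = tunicamycin at 10 µg/mL and 0% = DMSO alone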
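measured by = luciferase luminescence | assay system = CHO-CHOP cells, stable luciferase reporter of PERK-eIF2a-CHOP signalling | amount = 500 reporter cells seeded per well | timing = 6 h compound exposure at 37 °C after overnight seeding | controls = positive tunicamycin 10 µg/mL, negative DMSO alone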
Mdm2 MdmX PPI = disrupts the human Mdm2-MdmX interaction. O15151+Q00987. 3% of 330,000 active. AID 485346. SaOS-2 split-luciferase Mdm2/MdmX complementation, luminescence. inhibition, % at 8 µM;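 active = inhibition of at least 50% at 8 µM in the primary screen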
Target sequence (O15151 whole entry, looked up): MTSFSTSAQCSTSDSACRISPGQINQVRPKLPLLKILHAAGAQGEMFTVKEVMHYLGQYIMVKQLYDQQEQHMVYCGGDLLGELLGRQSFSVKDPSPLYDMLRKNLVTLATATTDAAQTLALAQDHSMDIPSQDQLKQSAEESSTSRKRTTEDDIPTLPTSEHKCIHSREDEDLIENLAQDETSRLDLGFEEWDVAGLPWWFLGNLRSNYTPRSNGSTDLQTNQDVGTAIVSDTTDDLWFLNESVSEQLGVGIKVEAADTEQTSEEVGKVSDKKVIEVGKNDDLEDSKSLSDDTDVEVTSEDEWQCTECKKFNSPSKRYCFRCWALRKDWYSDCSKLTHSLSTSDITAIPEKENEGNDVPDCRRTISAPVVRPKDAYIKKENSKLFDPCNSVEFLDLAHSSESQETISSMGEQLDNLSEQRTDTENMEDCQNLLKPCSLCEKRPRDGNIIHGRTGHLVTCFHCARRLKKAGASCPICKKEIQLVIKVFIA
Target sequence (Q00987 whole entry, looked up): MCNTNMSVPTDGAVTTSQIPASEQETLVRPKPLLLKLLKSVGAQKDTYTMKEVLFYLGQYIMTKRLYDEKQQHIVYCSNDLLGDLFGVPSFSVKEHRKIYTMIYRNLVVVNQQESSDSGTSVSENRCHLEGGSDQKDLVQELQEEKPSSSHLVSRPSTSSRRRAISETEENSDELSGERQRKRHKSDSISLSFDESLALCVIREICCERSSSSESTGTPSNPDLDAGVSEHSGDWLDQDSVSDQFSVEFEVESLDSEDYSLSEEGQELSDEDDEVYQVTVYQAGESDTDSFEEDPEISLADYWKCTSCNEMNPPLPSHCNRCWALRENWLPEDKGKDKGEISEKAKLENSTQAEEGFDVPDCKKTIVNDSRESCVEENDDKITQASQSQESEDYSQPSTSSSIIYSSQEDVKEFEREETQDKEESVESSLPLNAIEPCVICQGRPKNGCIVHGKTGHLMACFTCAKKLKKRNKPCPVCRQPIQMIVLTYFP
tim23-1 inh = inhibits growth of tim23-1 mutant yeast; inhibition, % at 20 µM; 1.3% of 330,000 active; AID 463212; S. cerevisiae tim23-1 growth, BacTiter-Glo luminescence, 24 h;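 active = growth inhibition of the mutant yeast at or above 50%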;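 note: temperature-sensitive mutant grown at 25 °C; plate controls were DMSO-treated mutant yeast for no effect and medium wells lacking yeast for full effect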
APJ antag = APJ receptor antagonism. P35414. CHO-K1 APJ beta-arrestin complementation, luminescence. inhibition, % at 20 µM. 0.32% of 330,000 active;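 active = inhibition above about 40% at 20 µM, limit read from the data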;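 note: cells challenged with 10 nM apelin-13 agonist together with compound; plate controls were apelin-13 plus DMSO wells for no effect and DMSO wells lacking apelin-13 for full effect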
Jurkat NFkB inh = lowers PMA/ionomycin-induced NF-kB signal in Jurkat cells; inhibition, % at 4 µM; PMA/ionomycin-induced NF-kB luciferase reporter, luminescence; 0.53% of 330,000 active; in the data active = inhibition above about 50%
UPR XBP1 act = adaptive UPR (XBP1) activation | CHO-XBP1 luciferase reporter, IRE1-XBP1 UPR activation, luminescence; percent of tunicamycin response, DMSO as zero | activation, % at 20 µM | 0.33% of 330,000 active | AID 463104;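 active = versus positive control, 20 µM dose yields 30% or more activation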;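 note: 100% = tunicamycin at 10 µg/mL and 0% = DMSO only wells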
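Signal: luciferase luminescence; Assay system: CHO-XBP1 luciferase reporter cells; Amount: one thousand reporter cells per well; Dosing: 20 µM single concentration, DMSO 1%; Benchmarks: high control tunicamycin 10 µg/mL final, low control DMSO vehicle only; Schedule: 6 h compound exposure at 37 °C, 5% CO2; Evaluation: percent activation relative to tunicamycin reference.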
APJ ag = APJ receptor agonism; 0.11% of 330,000 active; P35414; AID 2520; activation, % at 20 µM; CHO-K1 APJ PathHunter beta-arrestin, luminescence; 0% DMSO wells, 100% apelin;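 active = activation more than six SD over the plate average, tested at 20 µM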;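 note: 0% = DMSO alone and 100% = apelin-13 at 10 nM; some results filed as inactive read as strong as hits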
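system = engineered CHO-K1 APJ arrestin reporter cells | input = 1000 cells per well | timing = overnight seeding, 90 min compound at 25 °C, 1 h detection | measured by = enzyme-fragment complementation luminescence | read-out = beta-arrestin recruitment to APJ as agonist activity, luminescent signal | control set = negative DMSO alone, positive Apelin-13 at 10 nM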
697 NFkB inh = inhibitors of the PMA/ionomycin-induced NF-kB reporter in 697 B cells | inhibition, % at 4 µM | 697 B-cell NF-kB luciferase reporter, 16 h | AID 435022 | 0.33% of 330,000 active; in the data active = inhibition above about 35%
* = called active by the depositor; nt = no result given.

SMILES | CHOP UPR activ | Mdm2 MdmX PPI | tim23-1 inh | APJ antag | Jurkat NFkB inh | UPR XBP1 act | APJ ag | 697 NFkB inh
O=C(O)c1cc([N+](=O)[O-])ccc1NCc1ccccc1Cl | -1.2 | -3 | 20 | -14 | -13 | -3 | -2 | 0
CS(=O)c1ccccc1COC(=O)Nc1ccc(Cl)cc1 (stereo not given) | -0.2 | 10 | 11 | 2 | 7 | 5 | 5 | -14
Cc1[nH]n(C)c(=O)c1C(=O)c1c(-c2ccccc2Cl)noc1C | 1.0 | 8 | 13 | 9 | 1 | -5 | -2 | -11
Cc1ccc(S(=O)(=O)N2CCN(C(=O)N3CCCC3)CC2)cc1 | -0.8 | 11 | 23 | 7 | -12 | -6 | -2 | 8
Cc1ccc(Sc2c(C#N)c(-c3ccccc3)nn2C)cc1 | -1.1 | 37 | 13 | 0 | 22 | -3 | -7 | -4
Cn1ccnc1SCc1cccc([N+](=O)[O-])c1 | 2.8 | 6 | -4 | 31 | -8 | 1 | -3 | 4
C=CCSc1nc2c(c(=O)[nH]c(=O)n2C)n1CC | -2.4 | 12 | 8 | 5 | -4 | -1 | -6 | 10
CCc1ccc(-c2cc(C)no2)cc1S(=O)(=O)NC(C)Cc1ccco1 (stereo not given) | 4.5 | 13 | 35 | 5 | -3 | 0 | -2 | -17
Cc1cc(C)n(-c2nc3nonc3nc2-n2nc(C)cc2C)n1 | 1.9 | -4 | -2 | 9 | -8 | -2 | 1 | -5
CCOC(=O)c1c(C)cc(C)n2c1nc1ccccc12 | 1.4 | 0 | 9 | 18 | -1 | 1 | 2 | 10
CCCCCN1CN(S(=O)(=O)c2cccs2)c2nc3ccccc3nc21 | 2.8 | 6 | 19 | 1 | 6 | 1 | -1 | 10
COc1ccc(-c2cc(=O)oc(-c3cccc(C)c3)n2)cc1 | 1.8 | 19 | 19 | 0 | 6 | 6 | -3 | -11
COc1cc(-c2nc(N)n[nH]2)cc(OC)c1OC | 0.4 | 28 | 10 | 5 | 3 | -1 | -3 | 6
CC(C)CN(C(=O)CN1CCN(c2ccc(O)cc2)CC1)c1c(N)n(CC(C)C)c(=O)[nH]c1=O | -1.5 | 5 | 9 | -12 | -2 | 1 | -1 | 6
O=C(COC(=O)c1ccc(CN2CCCC2=O)cc1)Nc1ccc(F)cc1 | 3.0 | 5 | 12 | 11 | 6 | 1 | -3 | 10

Compounds shown so far that contain an aryl methoxy group, in the order listed:
SMILES | CHOP UPR activ | Mdm2 MdmX PPI | tim23-1 inh | APJ antag | Jurkat NFkB inh | UPR XBP1 act | APJ ag | 697 NFkB inh
COc1ccc(-c2cc(=O)oc(-c3cccc(C)c3)n2)cc1 | 1.8 | 19 | 19 | 0 | 6 | 6 | -3 | -11
COc1cc(-c2nc(N)n[nH]2)cc(OC)c1OC | 0.4 | 28 | 10 | 5 | 3 | -1 | -3 | 6

(further entries)
SMILES | CHOP UPR activ | Mdm2 MdmX PPI | tim23-1 inh | APJ antag | Jurkat NFkB inh | UPR XBP1 act | APJ ag | 697 NFkB inh
CCOC(=O)c1oc2c(CN3CCN(C)CC3)c(O)ccc2c(=O)c1-c1ccccc1OC | -1.0 | -28 | 5 | 12 | 4 | -3 | -4 | 5
COc1ccc2nc(SCCOC(=O)Nc3ccc(Cl)cc3)nc(C)c2c1 | 3.2 | 0 | 43 | -2 | -13 | 1 | 0 | -16
CNc1nc(SCC(=O)OC)nc(N2CCOCC2)n1 | -0.3 | -19 | 5 | -5 | -9 | 2 | 2 | -32
CCN1CCN(C(=O)NC2CCCCC2)CC1 | -0.8 | 19 | 4 | 8 | -2 | -3 | -4 | 7
CCOC(=O)C1C(c2ccc(O)c(OC)c2)NC(=O)NC1(O)C(F)(F)F (stereo not given) | 0.5 | 12 | -3 | -10 | -13 | -5 | -2 | 6
COc1cccc(/C=N/NC(=O)c2nnn(-c3nonc3N)c2CN(C)c2ccccc2)c1 | 2.6 | 0 | 9 | -58 | 13 | -2 | 1 | -3
Cc1ccc(C(=O)Nc2cccc(NC(=O)c3ccc(C)o3)n2)o1 | 0.5 | 3 | -5 | -1 | -9 | -3 | 0 | -27
O=C(OC(C(=O)NCc1ccc(F)cc1)c1ccccc1)c1ccco1 (stereo not given) | -0.1 | 9 | 8 | -19 | 1 | 0 | -4 | 12
O=C(NCc1ccc2c(c1)OCO2)C1CC(c2cccc(Br)c2)=NO1 (stereo not given) | 1.3 | 6 | 24 | -4 | 8 | -1 | -1 | 4
NC(=O)COc1ccc(Cc2ncc(C(F)(F)F)cc2Cl)cc1 | 0.4 | 7 | 10 | -7 | -1 | -4 | -1 | -4
CCOc1ccc(OCCC(=O)N2CCc3cc(OC)c(OC)cc3C2)cc1 | 0.7 | 20 | 23 | -2 | -8 | -2 | 1 | 3
Cc1nc(NC(=O)c2cccc(Cl)c2)sc1C(=O)N1CCCCC1 | 5.5 | -18 | 30 | 2 | -17 | 4 | -3 | -48
CC(Sc1nnnn1C)C(=O)Nc1ncc(Cl)cc1Cl (stereo not given) | -1.9 | 14 | -7 | -17 | 8 | -2 | -5 | 12
CS(=O)(=O)c1ccc2nc(NC3(C(F)(F)F)N=C4SCCN4C3=O)sc2c1 (stereo not given) | -0.3 | 2 | -8 | -3 | 13 | -1 | 4 | 4
Cc1cc(C2=NNC(=NC3CC3)SC2)c(C)n1-c1ccccc1F | -12 | 99* | -267 | -6 | 79* | -7 | -2 | 39*
Cc1nn(Cc2ccc(F)cc2)c(Cl)c1/C=N/NC(=O)c1cccnc1 | -0.5 | -8 | 4 | 18 | 5 | 3 | 1 | 9
O=[N+]([O-])c1ccc2[nH]c(O)c(N=Nc3ccc(F)cc3)c2c1 | -0.2 | 11 | 8 | 17 | 18 | -1 | -2 | -18
O=C(CCN1CCOCC1)c1ccc(N2CCCCC2)cc1 | 5.3 | 28 | 34 | 5 | 3 | 5 | 0 | 26
CCc1ccc(C(=O)NNC(=O)[C@H](C)NC(=O)c2ccco2)cc1 | 0.0 | 9 | -8 | 10 | -48 | 0 | -2 | -9
O=C(Nc1cc(S(=O)(=O)N2CCCCC2)ccc1N1CCCCC1)c1ccncc1 | 0.6 | 2 | 16 | 11 | -1 | -4 | -2 | -16
Cc1nn(Cc2ccccc2)c2sc(C(=O)N3CCN(Cc4ccc5c(c4)OCO5)CC3)cc12 | 2.2 | 21 | 36 | 1 | 11 | 4 | 1 | -5
N#Cc1c(N)n[nH]c1Cc1cccc2ccccc12 | -2.4 | -31 | 15 | 8 | -11 | -1 | 1 | -15
CNC(=O)CN(c1cc([N+](=O)[O-])ccc1OC)S(C)(=O)=O | 0.1 | -10 | 1 | 4 | -6 | 0 | -1 | -10
CC1(C)CC(=O)c2cnc(NC(=O)c3ccco3)nc2C1 | -3.5 | -2 | 15 | -6 | -13 | 0 | -2 | 0
O=C(Nc1ncc(Cc2ccccc2)s1)C1COc2ccccc2O1 (stereo not given) | 6.1 | -200 | 6 | 15 | -115 | 1 | 3 | -163
Cc1ccc(S(=O)(=O)c2nc(-c3ccccc3)oc2NCc2cccnc2)cc1 | -1.5 | -2 | 27 | 2 | -9 | -3 | -1 | 12
Cc1c(Cl)cccc1NC(=S)N1CCCN(Cc2ccccc2F)C1 | -0.3 | 8 | 1 | -28 | -7 | -1 | -7 | 6
O=C(Nc1ccccc1C(F)(F)F)N1CCC(n2c(=O)[nH]c3ccccc32)CC1 | -2.3 | 20 | -2 | 8 | 3 | -6 | -3 | 1
Nc1ccc(-c2ccc(C(=O)O)s2)cn1 | -1.6 | -5 | 9 | -4 | -16 | -2 | 1 | 0
CC(C)(C)Cc1nnc(NS(=O)(=O)c2ccc(F)cc2)s1 | 0.0 | 5 | 19 | -13 | 8 | -1 | 0 | -12
Cc1cc(C)c(NC(=O)CN2C(=O)NC3(CCCCC3)C2=O)c(Cl)c1 | -0.8 | 7 | 12 | -6 | -10 | 1 | 4 | -1
O=C(CCc1nnc2ccc(NCc3ccccc3)nn12)NC1CCCC1 | 8.0 | 26 | 9 | -1 | 2 | -2 | -7 | -2
CC(=O)c1ccc(-c2ccc(-c3cc(=O)oc4c(C(C)C)ccc(C)c34)cc2)cc1 | 4.1 | 39 | 27 | nt | nt | 2 | nt | -5
CCCCNC(=O)Cn1c(=O)n(C)c2ccccc21 | 2.1 | 10 | -12 | -21 | -1 | -2 | -1 | 12
Cc1ccc(S(=O)(=O)N(CC(=O)NCC2CCCO2)Cc2cccc(C)c2)cc1 (stereo not given) | -1.6 | 2 | 15 | -8 | 17 | -3 | 0 | -20
COc1ccc(-n2c(SCc3ccccn3)nc3c(c2=O)SCC3)cc1OC | -2.4 | 1 | 5 | 11 | 3 | -1 | 0 | 11
CN(Cc1ccccc1F)C(=O)C1CCCN(C(=O)c2ccc(Cl)cc2)C1 (stereo not given) | 1.6 | 25 | 0 | 13 | 0 | -2 | 3 | 11
CCS(=O)(=O)N1Cc2ccccc2CC1C(=O)N(C)CC(=O)Nc1ccc(OC)cc1 (stereo not given) | -1.6 | 7 | -1 | 1 | -4 | 0 | -4 | 10
CCc1ccc(-c2cc(C)no2)cc1S(=O)(=O)N1CCN(c2ccc(F)cc2)CC1 | -1.0 | 36 | 11 | -22 | 38 | -5 | -3 | -57
O=C(O)CCCCCCCCc1cn(CN2C(=O)c3ccccc3C2=O)nn1 | 0.0 | 5 | -1 | 10 | 8 | -2 | -1 | 10
CC(C)N(C(=O)[C@H]1C[C@H](CC(=O)NCc2ccco2)C(=O)N2CCc3c([nH]c4ccc(Cl)cc34)[C@]12C)C(C)C | 3.8 | 52* | 49 | nt | nt | 5 | nt | 12
CCc1ccccc1N1C(=O)C2C3C=CC(CC3)C2C1=O (stereo not given) | -2.0 | -28 | 14 | 3 | 5 | 0 | 0 | 15
COc1ccc(OC)c(/C=C2\SC(N3CCCC(C)C3)=NC2=O)c1 (stereo not given) | 2.6 | 19 | 41 | 8 | 0 | 0 | -3 | 26
CCCCn1c(C)cc(C)c(S(=O)(=O)c2ccccc2C)c1=O | 0.3 | 7 | -10 | 29 | 0 | -2 | -6 | -3
O=c1[nH]c(COc2ccccc2)nc2ccccc12 | 3.7 | -12 | 22 | -9 | -11 | 4 | -6 | -24
CCCn1c(N)c(C(=O)CSc2ncnc3sccc23)c(=O)n(C)c1=O | -1.2 | 7 | -2 | -5 | 12 | 1 | 10 | -14
COc1ccc(OC)c(C(=O)NC(CC(N)=O)c2ccc(N3CCC(Cc4ccccc4)CC3)c([N+](=O)[O-])c2)c1 (stereo not given) | -0.9 | 18 | 14 | 8 | -11 | -1 | 0 | 0
Nc1nnc(SCC(=O)NCCOc2ccccc2)s1 | 1.4 | 2 | 13 | -2 | -28 | -3 | -2 | -2
COCCNC(=O)/C(C#N)=C/c1c(F)cccc1Cl | 1.6 | 10 | 82* | -18 | -8 | 1 | 5 | 21
C=CCN1CN(S(=O)(=O)c2cccs2)c2nc3ccccc3nc21 | -0.8 | 13 | 28 | 5 | -5 | -1 | -3 | 23

Three entries drawn at random from the list so far:
SMILES | CHOP UPR activ | Mdm2 MdmX PPI | tim23-1 inh | APJ antag | Jurkat NFkB inh | UPR XBP1 act | APJ ag | 697 NFkB inh
CCc1ccccc1N1C(=O)C2C3C=CC(CC3)C2C1=O (stereo not given) | -2.0 | -28 | 14 | 3 | 5 | 0 | 0 | 15
CCS(=O)(=O)N1Cc2ccccc2CC1C(=O)N(C)CC(=O)Nc1ccc(OC)cc1 (stereo not given) | -1.6 | 7 | -1 | 1 | -4 | 0 | -4 | 10
CCOC(=O)c1oc2c(CN3CCN(C)CC3)c(O)ccc2c(=O)c1-c1ccccc1OC | -1.0 | -28 | 5 | 12 | 4 | -3 | -4 | 5

The order is random; 5% or so of the library scored in one or more.
